Compound activity from PubChem BioAssay.
TGFb inhibitor: inhibitors of TGF-b signaling | HepG2 CAGA-GFP TGF-b/SMAD3 reporter, GFP fluorescence, 18 h; TGF-beta stimulated, 500 pg/mL final | Potency, µM (titrated, usually from 46.1 µM), inactives show top-dose activity, negative = inhibition, hits mostly inhibitors | actives 1.2% (n = 410,000) | AID 588855; note: potency is the fitted concentration of half-maximal effect; % is set by controls: 0 for no effect and ±100 for the full control effect; nearly all actives have a fitted effect of over 65% in size
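Inhibition was scored as loss of TGF-beta-induced (500 pg/mL final, 18 hours, 37 degrees C) GFP in HEPG2 cells carrying a CAGA-GFP reporter, in DMEM with 1% FBS. Well GFP was summed per cell; Activity was normalised to unstimulated and stimulated DMSO wells, then concentration-response fitting.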
ATXN viability: viability counter-screen for ATXN expression inhibitors. Potency, µM (top dose mostly 56.7 µM), most hits filed as cytotoxic. actives 0.49% (n = 400,000). S2 cells (HEK-293 line with an ATXN2-luciferase reporter) viability, CellTiter-Fluor protease fluorescence, 24 h; note: potency is the fitted concentration of half-maximal effect; nearly all actives have a fitted effect of over 40% in size
HepG2 tox: kills HepG2 cells in TGF-b inhibitor counter-screen; HepG2 CAGA-GFP viability, ATP luminescence, 18 h; actives 0.76% (n = 410,000); AID 588856; Potency, µM (series often up to 46.1 µM), for inactives: at the highest dose activity change, negative = cytotoxicity, usual class: cytotoxic; note: potency is the fitted concentration of half-maximal effect; some results filed as inactive show a strong effect at the top dose
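CellTiter-Glo luminescence gave cytotoxicity after 18 hours at 37 degrees C. The cells were HepG2 CAGA-GFP in 1% FBS DMEM, stimulated with 500 pg/mL TGF-beta after compound addition. %Activity was normalised to no-cell wells (complete cell-killing) and DMSO (no toxicity), and curves were fitted and classified.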
Nrf2 ARE act: Nrf2 pathway activation; AREc32 ARE-luciferase reporter (MCF7-derived line), luminescence, 24 h; Potency, µM (doses to about 46.1 µM), inactives show top-dose activation, actives largely listed as activators; actives 0.31% (n = 410,000); note: potency is the fitted concentration of half-maximal effect; % of control where 0% means no effect; nearly all actives have a fitted effect of over 65% in size
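Reporter line AREc32 (ARE-Fluc), seeded overnight in OPTI-MEM with 5% FBS; compound pin-transferred, 24 hr at 37 deg C, 5% CO2; luminescent read-out.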
Nrf2 inh: Nrf2 pathway inhibition; Potency, µM (highest dose often 46 µM), for inactives: top-dose activity change, negative = inhibition, usual class: inhibitors; AID 504444; actives 2.1% (n = 360,000); A549 ARE-Fluc reporter, luciferase luminescence, 18-24 h; note: potency is the fitted concentration of half-maximal effect; % is set by controls: 0 for no effect and ±100 for the full control effect; nearly all actives have a fitted effect of over 60% in size
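Cells were seeded and rested 2 h, then exposed to compounds for 18-24 h. CellTiter-Fluor was read first as a viability measure. BugLite was added 15 min before the final luminescent read of ARE-luciferase activity in A549 cells.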
Akt phos inh: blocks phosphorylation of Akt. Neuro2A IGF-stimulated pAkt S473 HTRF, 20 min; active compounds read low. activity change, % for hits at 50 µM. actives 0.32% (n = 360,000); in the data active = activity change below about -80%; inconclusive = mostly about -51% to -80%; note: % is set by controls: 0 for no effect and ±100 for the full control effect
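Neuro2A cells (4,500/well, DMEM with 0.5% FBS) were treated with compound at a single 50 µM final concentration, stimulated with 6 nM IGF for 20 min at 37 °C, and lysed. Phospho-Akt Ser473 was read by HTRF as 665/615 ratio ×10^4.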
A549 tox: kills or reduces viability of A549 cells in Nrf2 counter-screen | AID 504648 | actives 0.16% (n = 390,000) | A549 ARE-Fluc cells, CellTiter-Fluor viability, 18-24 h | Potency, µM (highest dose often 46 µM), for the others: at the top dose activity change, negative = cytotoxicity, actives largely listed as inhibitors; note: potency is the fitted concentration of half-maximal effect; % is set by controls: 0 for no effect and ±100 for the full control effect
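A549 ARE-Fluc cells in 5% FBS OPTI-MEM, 5000 cells/well, rested 2 h then exposed to compounds in concentration-response for 18-24 h at 37 °C. Viability by CellTiter-Fluor fluorescence (Ex 405/Em 525) after 30 min; luciferase luminescence (BugLite, 15 min, RT) read afterwards.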
CCT modulator: modulators of cytosolic chaperonin (CCT/TRiC) activity; purified chaperonin ATPase assay, HTRF ADP detection, 30 min; activity change, % (no concentration beside the values), hits read low; actives 0.3% (n = 360,000); AID 651819; in the data active = activity change below about -30%; note: % is set by controls: 0 for no effect and ±100 for the full control effect
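We incubate TRiC, 40 or 20 nM final, with library compounds at 76 uM and 10 uM ATP for 30 min at 37 °C. ADP formed is detected with Transcreener HTRF reagents after 30 min at room temperature.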
Mm-Cpn inhibitor: M. maripaludis TRiC chaperonin inhibition; purified Mm-Cpn ATPase, ADP Transcreener TR-FRET; Potency, µM (series often up to 76.9 µM), for the others: top-dose activity, negative = inhibition, actives largely listed as inhibitors; actives 0.031% (n = 330,000); AID 504842; note: potency is the fitted concentration of half-maximal effect; % is set by controls: 0 for no effect and ±100 for the full control effect; nearly all actives have a fitted effect of over 80% in size
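Measured: ADP formation by purified Mm-CPN. Conditions: 25 nM protein, 10 uM ATP, Tris pH 7.4 with Mg2+, K+ and DTT, 37°C for 30 min. Detection: Transcreener HTRF after 30 min at room temperature.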
* hit, by the source's call; i = inactive; ? = inconclusive; / = no result given; [ ] = another dose, or the depositor's remark. Unless noted, calls come from the whole dose curve; as a rule, active = well fitted curve in the direction sought with a large enough effect; inconclusive = small, poorly fitted or top-dose-only effect, or another doubt; inactive = no such curve, though single readings can be large; an effect the other way counts as inactive or inconclusive.

SMILES	TGFb inhibitor	ATXN viability	HepG2 tox	Nrf2 ARE act	Nrf2 inh	Akt phos inh	A549 tox	CCT modulator	Mm-Cpn inhibitor
COC(=O)N(C)c1ccccc1C(=O)N1CCOCC1	-2.7%	i	-20.0%	0.1%	28.6%	i	9.9%	-0.9	-0.4%
O=C(c1cc(S(=O)(=O)N2CCOCC2)ccc1F)N1CCc2ccccc21	-5.3%	i	-1.3%	1.3%	?	i	15.8%	-2.3	-2.9%
CC(C)(C)NC(=O)C(=O)NN=C1CCCCCCCCCCC1	8.6%	i	11.2%	-2.0%	?	i	2.3%	-0.2	-5.6%
Cc1cccc(Cn2cnc3c(nnn3Cc3ccc(Cl)cc3)c2=O)c1	-9.5%	i	-2.2%	-0.9%	/	i	16.0%	-2.4	-1.2%
CCOC(=O)c1sc2ccccc2c1OC(=O)c1ccccc1OC	?	?	-48.8%	3.2%	4.61µM*	i	-29.5%	1.2	-0.9%
O=C(NCCO)Nc1ccc2nsnc2c1	1.3%	/	9.2%	-0.2%	-28.4%	i	-19.7%	-0.4	-3.5%
Cc1cc(C)cc(N2CC(c3nc(-c4ccccc4C)no3)CC2=O)c1 (configuration not stated)	?	i	-44.6%	0.3%	-31.3%	/	5.3%	/	/
CSCCC1NC(=O)N(CC(=O)Nc2c(C(C)C)cccc2C(C)C)C1=O (configuration not stated)	-8.6%	i	-0.2%	-0.6%	-14.4%	i	-3.4%	2.9	0.7%
COc1ccc(CC(N)c2csc(Nc3cnccn3)n2)cc1 (configuration not stated)	1.2%	i	-14.4%	0.5%[9.22 µM]	/	i	/	0.5	/
CNC(=O)c1c(NC(=O)C2=COCCO2)sc2c1CCCC2	-2.9%	i	-25.3%	3.0%	6.6%	i	2.5%	-0.2	0.8%
CCOC(=O)CCP(=O)(O)C(O)c1ccc(OC)cc1 (configuration not stated)	-5.8%	i	36.3%	1.7%	-21.4%	i	-0.1%	-0.6	1.3%
O=C(CCCn1c(=O)c2sccc2n(Cc2c(F)cccc2Cl)c1=O)NCc1ccccc1	7.9%	i	9.1%	0.3%	-2.2%	/	5.2%	/	/
COc1ccc(C(=O)OCC(=O)NCC2CCCO2)cc1S(=O)(=O)N1CCCc2ccccc21 (configuration not stated)	1.7%	i	8.8%	-0.4%	-12.5%	i	-14.4%	-0.7	0.0%
CCCCNC(=O)Nc1ncn[nH]1	5.1%	i	-13.3%	-0.1%	5.0%	i	0.3%	-2.3	-1.1%
Cc1ccc(SC(C)C(=O)NCC(C)C)cc1 (configuration not stated)	4.0%	i	4.5%	-0.2%	-7.8%	i	1.9%	-3.0	2.8%
COc1ccc(OCC(=O)Nc2ccc(S(=O)(=O)N3CCOCC3)cc2)cc1	9.1%	i	1.3%	-0.5%	0.1%	i	3.7%	0.5	-2.0%
COc1ccc(CCCc2nnc(SCC(=O)N/N=C\c3ccc(O)c(OC)c3)o2)cc1C	?	?	-13.2%	8.2%	/	i	-1.9%	-0.6	-0.8%
Cc1ccccc1C(=O)NNC(=S)NC(=O)COc1ccccc1	-1.1%	i	0.8%	-0.3%	-0.3%	i	-12.3%	2.9	-1.5%
CCN1N=C(c2ccccc2)CCC1=O	-1.5%	i	-0.1%	0.1%[9.22 µM]	-7.4%	i	-1.5%	-0.1	0.5%
CCOC(OCC)c1cn(Cc2ccc(C(=O)c3ccccc3)cc2)nn1	?	i	-18.4%	3.4%	15.6%	i	0.3%	0.5	-0.4%
O=C(CSc1nc(=O)n2ccccc2n1)NC1CCCCC1	-0.3%	i	4.1%	0.3%	2.4%	i	7.9%	0.4	-1.7%
O=S(=O)(c1ccc(C2CCCCC2)cc1)N1CCCC1	2.6%	i	-25.0%	0.0%	-0.5%	i	-16.8%	0.2	-2.4%
CCCNCc1cc(OCC)c(OCC(=O)Nc2ccccc2)cc1Br	-2.2%	?	-15.3%	-0.4%	-8.3%	i	1.5%	-3.0	-4.4%
CCN(CC)S(=O)(=O)c1ccc2nc(NC(=O)c3ccco3)sc2c1	-9.7%	i	-23.7%	1.0%	6.7%	i	1.0%	-1.5	-4.7%
CCc1ccc(S(=O)(=O)/N=C2\C=C(Nc3ccc(C(=O)O)cc3)C(=O)c3ccccc32)cc1	15.8µM*	?	-108.8%	-2.0%	-0.9%	i	-3.9%	2.2	-3.5%
COC(=O)c1ccc(C(=O)N2CCCC(Nc3ccc(C(C)C)cc3)C2)nc1 (configuration not stated)	5.9%	i	5.9%	2.9%	14.5%	i	9.8%	0.3	0.7%
Cc1sc(NC(=O)CSc2nnc3scc(-c4ccccc4)n23)c(C#N)c1C	-1.6%	?	1.1%	-0.9%	/	/	-11.5%	-1.8	?
COc1ccc(N(C)S(=O)(=O)c2cccc(C(=O)OCC(=O)N3CC(C)CC(C)C3)c2)cc1 (configuration not stated)	0.1%	i	-21.6%	2.8%	?	i	?	3.4	-1.9%
O=C(Nc1cccc2ccccc12)/C(=C/c1ccc([N+](=O)[O-])cc1)NC(=O)c1ccccc1	0.1%	i	-19.2%	0.1%	-2.1%	i	-4.0%	-2.1	-1.0%
Cc1cc(-n2c(C)cc(C(=O)CN3C(=O)NC4(CCCCCC4)C3=O)c2C)no1	-10.0%	i	-4.3%	2.4%	-18.6%	i	12.2%	0.7	-0.5%
CC(C)(C)OC(=O)NCC1CCC(C(=O)NC[C@H](CC(=O)O)c2ccc(Cl)cc2)CC1 (some centres not stated)	0.0%	i	-0.5%	0.1%	6.0%	i	1.7%	0.8	-0.5%
CCOC(=O)C1(CCOC)CCN(Cc2nc(C(C)C)cs2)CC1	18.1%	i	-13.4%	3.4%	22.0%	i	5.3%	0.7	-1.6%
O=c1oc(Cl)c(Cl)c2ccccc12	-0.1%	i	-3.0%	0.0%	-13.4%	i	0.1%	0.1	0.9%
Cc1sc2nc(C)n(/N=C/N(C)C)c(=O)c2c1C	-9.4%	i	-0.7%	0.0%	-1.1%	i	-0.6%	-4.2	-3.3%
COc1ccc(-n2c(=O)[nH]cc(C(=O)N3CCCc4ccccc43)c2=O)cc1	-7.9%	i	-1.5%	0.2%	-0.8%	i	-1.6%	0.6	-0.8%
O=C(Cn1ncc2c([nH]c3ccccc32)c1=O)Nc1cccc(C(F)(F)F)c1	-0.8%	i	-34.1%	0.1%	?	/	-2.0%	/	/
Cc1c(C)n(Cc2ccccc2)c2ccc(C(=O)NCCN3CCOCC3)cc12	-0.3%	i	-4.6%	-0.2%	14.2%	i	-1.1%	1.2	0.8%
COc1ccccc1/C=C(/CC(=O)NCc1ccccc1)c1nc2ccccc2s1	?	i	-16.1%	0.6%[9.22 µM]	-6.2%	i	14.6%	-33.9*	-2.5%
Cc1ccccc1C(=O)NNC(=O)c1ccoc1C	-1.3%	i	-32.7%	0.1%	8.7%	i	0.7%[1.84 µM]	-1.2	-0.3%
CSCC[C@H](NC(=O)N1CCn2c1nc1ccccc12)C(=O)NCc1ccco1	-3.4%	i	3.4%	10.9%	13.2%	i	0.3%	-27.5	-1.2%
N#CCc1ccc(OC(=O)c2cccnc2Cl)cc1	10.7%	i	7.3%	?	?	i	1.3%	-0.9	/
COc1ccccc1CN1CCNC(=O)C1CC(=O)NCC1CCOCC1 (configuration not stated)	25.7%	i	21.6%	0.3%	11.6%	i	-0.7%	-0.9	-1.5%
COc1ccc(CNC(=O)C(C)OC(=O)CCN2C(=O)C3CC=CCC3C2=O)cc1 (configuration not stated)	?	i	-18.0%	0.1%	8.6%	i	-2.4%	0.9	0.2%
O=C(Oc1cccc([N+](=O)[O-])c1)N1CCCCC1	4.8%	?	-9.8%	11.4%	7.6%	i	24.9%	-0.9	1.1%
Cc1cc(C(=O)OCC(=O)N2CCOCC2)ccc1[N+](=O)[O-]	0.0%	i	0.0%	0.6%	3.6%	i	0.7%	-1.1	2.0%
Cc1ccc(NC(=O)N2CC3CCCN3c3ccccc32)cc1C (configuration not stated)	-21.7%	i	-46.2%	7.4%	?	/	7.6%	/	/
O=C(Nc1nnc(-c2ccco2)o1)c1ccc2ccccc2c1	?	?	-7.8%	4.7%	-26.0%	i	12.3%	-2.3	1.0%
O=S(=O)(N/N=C\C=C\c1ccccc1)c1ccc(Br)cc1	-14.8%	i	-19.6%	0.0%	/	i	10.7%	-2.6	-2.6%
CC(=O)Nc1ccc(NC(=O)C(C)OC(=O)CSCc2cccc(Cl)c2)cc1 (configuration not stated)	3.4%	i	-2.1%	-0.2%	0.6%	i	8.9%	0.5	-0.1%
O=C(Nc1ccc(F)cc1)c1nc(S(=O)(=O)Cc2ccccc2)ncc1Cl	5.01µM*	/	7.08µM*	?	?	i	?	0.5	-0.6%
CCOc1cc(CNC(=O)c2ccc3c(c2)nc2n3CCCCC2)ccc1OC	-0.9%	/	-14.0%	2.4%	/	/	13.6%	/	/
COC(=O)c1c(NC(=O)CSc2ncnc3[nH]ncc23)sc2c1CCC2	-4.6%	?	0.3%	0.4%	-22.2%	i	-4.5%	-2.5	0.3%

Among those listed so far, these contain a COOH group.
SMILES	TGFb inhibitor	ATXN viability	HepG2 tox	Nrf2 ARE act	Nrf2 inh	Akt phos inh	A549 tox	CCT modulator	Mm-Cpn inhibitor
CCc1ccc(S(=O)(=O)/N=C2\C=C(Nc3ccc(C(=O)O)cc3)C(=O)c3ccccc32)cc1	15.8µM*	?	-108.8%	-2.0%	-0.9%	i	-3.9%	2.2	-3.5%
CC(C)(C)OC(=O)NCC1CCC(C(=O)NC[C@H](CC(=O)O)c2ccc(Cl)cc2)CC1 (some centres not stated)	0.0%	i	-0.5%	0.1%	6.0%	i	1.7%	0.8	-0.5%
